High-throughput results as filed in PubChem.
LYP phosphatase – PTPN22 lymphoid phosphatase activity blockers – biochemical, fluorescence intensity, uHTS (AID 1779) | recombinant LYP phosphatase, fluorescence intensity; higher % means a stronger effect | 0.054% of 290,000 active | one-dose inhibition, % at 11.5 µM; IC50 in µM for titrated hits; in the data active = inhibition above about 50%;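 note: plate controls were vehicle with enzyme for no effect and no enzyme for full effect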
Autophagy mod – modulators of autophagy; MEF GFP-LC3 puncta imaging; test concentration mostly 10 µM; calls only at 10 µM (by protocol); 0.98% of 190,000 active;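 active = percentage of spot-positive cells more than 3 SD above its plate mean, without a fluorescence outlier flag or 80% toxicity; inconclusive = no clear call, values can overlap the other calls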;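 note: spot-positive cell cutoff set from DMSO-treated cells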
WT yeast gro inh – growth inhibition of WT yeast, mitochondrial fusion screen | inhibition, % at 10 µM | AID 1362 | 2.1% of 190,000 active | mitochondrial fusion phenotypic screen, WT strain; in the data active = inhibition above about 58%; tested in S. cerevisiae
AID2073 – inhibitors of Mint1-CaV2.2 protein interaction, biochemical, HTRF (AID 2073) | 0.19% of 290,000 active | one-dose inhibition, % at 20 µM; IC50 in µM for titrated hits | HTRF protein-protein interaction, Mint1-CaV2.2; higher % means a stronger effect; in the data active = inhibition mostly above about 51%, no sharp cut-off; inconclusive = no clear call, values can overlap the other calls; inactive = mostly below about 53%; note: some results filed as inactive read as strong as hits
NS5 inhibitors – Dengue-2 NS5 methyltransferase inhibitors, primary screen, biochemical, confirmation dose response (AID 588689); inhibition, % at 25 µM; hits with a dose series show IC50 in µM; 0.3% of 340,000 active; Dengue-2 NS5 methyltransferase capping enzyme assay, biochemical; higher % means a stronger effect; in the data active = a potency from the dose series; inconclusive = inhibition above about 29% without an active follow-up result
RSV CPE inhibition – RSV antiviral activity via CPE protection, HEp-2 cells, primary 10 µM value included (AID 2391); HEp-2 cells, RSV-induced CPE inhibition; higher % means a stronger effect; CPE inhibition, % at 10 µM, or IC50 in µM where a hit was titrated; 0.13% of 310,000 active; in the data active = a potency from the dose series; inconclusive = CPE inhibition mostly from about 23% at the one dose, without a potency; inactive = the rest, 99 in 100 with CPE inhibition below about 21%; note: strong numbers were not always called active
NTR1 agonist – agonists of NTR1, primary screen, imaging, U2OS cells, beta-arrestin-GFP, high content (AID 493036); P30989; NTR1-U2OS beta-arrestin-GFP spot imaging, agonist mode; activation, % at 20 µM; 0.17% of 330,000 active;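 active = activation at or above 40% of the spot to cytoplasm intensity ratio, with at least 20 cells analyzed; inconclusive = wells under 20 cells, flagged as cytotoxic or low count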;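 note: 0% = DMSO without peptide and 100% = 100 nM NTR1 peptide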
Target sequence (P30989 whole entry, looked up): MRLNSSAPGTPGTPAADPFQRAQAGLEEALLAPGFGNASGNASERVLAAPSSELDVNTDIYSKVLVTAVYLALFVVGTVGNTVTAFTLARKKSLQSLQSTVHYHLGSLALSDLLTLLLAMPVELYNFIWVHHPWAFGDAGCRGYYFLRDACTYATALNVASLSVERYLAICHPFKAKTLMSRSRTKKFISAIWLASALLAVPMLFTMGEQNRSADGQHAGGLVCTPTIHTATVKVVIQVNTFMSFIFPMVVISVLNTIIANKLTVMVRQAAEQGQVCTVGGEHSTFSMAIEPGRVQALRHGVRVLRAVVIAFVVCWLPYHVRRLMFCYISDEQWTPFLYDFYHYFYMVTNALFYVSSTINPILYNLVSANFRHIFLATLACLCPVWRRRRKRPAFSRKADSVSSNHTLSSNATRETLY
GPR35 antagonists – GPR35 antagonists blocking zaprinast-driven arrestin recruitment, primary screen, imaging, U2OS, beta-arrestin-GFP, zaprinast agonist (AID 2058); 0.052% of 290,000 active; inhibition, % at 10 µM; hits with a dose series show IC50 in µM; U2OS GPR35 beta-arrestin-GFP translocation imaging, zaprinast antagonism; higher % means a stronger effect;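 active = inhibition of at least 50% with at least 30 cells and total cytoplasm GFP at most 10,000,000; inconclusive = under 30 cells or total GFP of 10,000,000 plus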
K1F lysis inhibition – inhibition of K1F phage lysis, E. coli UTI89, bacterial capsule biogenesis inhibitors, alamar blue (AID 488966); 0.02% of 340,000 active; inhibition, % at 100 µM, or IC50 in µM where a hit was titrated; E. coli UTI89 K1F phage lysis, alamar blue, 2 h; higher % means a stronger effect;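 active = phage lysis inhibition, versus mean bacterial control, above a set limit; inconclusive = no clear call, values can overlap the other calls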;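 note: capsule biogenesis inhibitors block K1F phage lysis so surviving cells raise fluorescence; higher fluorescence means more inhibition of phage lysis; actives were called in the ten point dose series up to 300 µM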
WT yeast gro inh mutant strain – also measured in WT yeast gro inh; calls as there; inhibition, %; mitochondrial fusion phenotypic screen, mutant strain inhibition
Autophagy mod cell loss 18 h – recorded beside Autophagy mod, whose call it bears; toxicity, %; measured here: cell loss, nuclei count;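 cell loss after 18 h compound exposure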
NTR1 agonist cell count 20 µM – further read-out of NTR1 agonist, marked with its call; cell count; measured here: cell count, cytotoxicity flag
NS5 inhibitors pilot replicate – also measured in NS5 inhibitors; calls as there; inhibition, %; measured here: pilot screen replicate inhibition
Active calls of the source: *; i = inactive; u = inconclusive; x = no result given; [ ] = another dose, or the depositor's remark.

SMILES	LYP phosphatase	Autophagy mod	Autophagy mod cell loss 18 h	WT yeast gro inh	WT yeast gro inh mutant strain	AID2073	NS5 inhibitors	RSV CPE inhibition	NTR1 agonist	NTR1 agonist cell count 20 µM	GPR35 antagonists	K1F lysis inhibition	others
CCn1c(NC(=O)c2ccco2)c(-c2ccccc2Cl)c(=O)c2ccccc21	-8%	i	-2	-23	-25	-7%	6%	0.0%	-0.2	96	-4%	0.6%	NS5 inhibitors pilot replicate=-0.3
O=c1cc(CSc2nnc(-c3ccco3)o2)c2ccccc2[nH]1	-5%	i	1	21	6	-6%	-1%	18%	-0.7	74	-6%	-0.2%	NS5 inhibitors pilot replicate=0.2
CC(NS(=O)(=O)c1ccccc1)C(c1cccs1)N1CCN(c2ccccc2)CC1 (centres undefined)	5%	i	10	38	20	4%	-6%	7.1%	7.2	41	0%	8.7%
CCOC(=O)/C=C/[C@H]1Cc2ccccc2CO1	x	x	x	x	x	x	0%	0.4%	-2.2	39	x	1.2%
Cc1ccc(C(=O)COC(=O)c2ccncc2)cc1[N+](=O)[O-]	-4%	i	21	14	15	13%	-8%	1.2%	-0.3	58	-6%	-6.6%
N#Cc1c(Cl)cccc1Oc1ccc(S(=O)(=O)Nc2ccccc2)cc1	-4%	x	x	x	x	4%	x	11%	2.6	38	6%	x
CCNC(=O)c1ccc(NS(=O)(=O)c2ccccc2)cc1	0%	i	5	0	-7	2%	1%	-0.3%	0.7	52	8%	2.8%
COc1ccccc1CNC(=O)CCNC(=O)N1CC(=O)Nc2ccccc21	-8%	x	x	x	x	-1%	-4%	1.6%	-0.1	51	7%	0.2%
COc1ccc(-c2cc(C(=O)Nc3ccccc3SC)no2)cc1	-5%	i	-9	0	-4	24%	-11%	0.9%	-2.2	79	10%	0.4%
CCc1cc2c(-c3ccccc3)cc(=O)oc2c(CN2CCOCC2)c1O	0%	i	-5	-12	-3	36%	-52%	3.9%	17	87	0%	-0.8%
CCCCOc1ccc(C2(C(=O)O)CCCC2)cc1	-2%	i	8	-17	-5	1%	2%	0.1%	0.4	53	8%	0.0%
COc1ccc(N(C)C(=O)c2ccc3nc(-c4ccccc4)c(-c4ccccc4)nc3c2)cc1	10%	i	-14	38	10	2%	0%	26%	0.6	45	10%	0.5%
COc1cccc(-n2c(SCC(=O)Nc3ccc4c(c3)CCC4)nc3ccccc3c2=O)c1	-1%	i	8	18	4	9%	-4%	0.6%	x	x	12%	1.3%
C/C(=N\NC(=O)c1ccc(N)cc1)C1CC1	-6%	x	x	x	x	1%	2%	2.1%	0.4	56	8%	0.0%
CNS(=O)(=O)c1cccc(C(=O)NCC(C)(C)N2CCCCC2)c1	0%	x	x	x	x	5%	-13%	0.6%	-1.0	41	5%	0.3%
NNC(=O)c1cccnc1Oc1ccccc1	-10%	x	x	x	x	13%	-2%	1.5%	1.7	57	-12%	1.0%
C=CCN(C(=O)CNC(=O)c1ccco1)C(C(=O)NC1CCCC1)c1ccc(OC)cc1 (centres undefined)	-4%	x	x	x	x	-2%	-5%	0.1%	-1.3	46	-12%	0.1%
NS(=O)(=O)c1cc(Cl)c(Cl)c(S(N)(=O)=O)c1	x	x	x	x	x	x	-10%	0.4%	-2.1	58	x	2.4%
Cn1cc(S(=O)(=O)N2CCN(c3cccc(C(F)(F)F)c3)CC2)c(=O)n(C)c1=O	-10%	i	-44	-5	9	-2%	-4%	1.2%	-0.4	55	-5%	-0.3%
O=C(Nc1ccccn1)c1onc2c1CCCC2	-8%	i	-16	14	13	0%	-5%	0.7%	0.4	63	12%	0.5%
CNC(=O)c1ccc(NC(=O)/C=C/c2cccc(F)c2)cc1	-1%	i	10	-1	-5	-4%	-10%	1.3%	-0.5	51	-9%	-0.6%
COc1ccc(S(=O)(=O)N(CCCN2CCOCC2)Cc2cccc(OC)c2OC)cc1	-3%	i	6	6	-7	-3%	-3%	-0.7%	2.0	36	-6%	-0.1%
Cc1nnc(NC(=O)COc2ccc3c(C)cc(=O)oc3c2)s1	-3%	i	-7	-16	-6	10%	-3%	1.3%	0.1	63	6%	1.9%
CC(=O)/C(=N\Nc1ccccc1)Sc1nncn1C	1%	i	16	10	14	-4%	-4%	2.3%	-0.9	36	-12%	14%

A run of entries of the results above, as a working copy:
SMILES	LYP phosphatase	Autophagy mod	Autophagy mod cell loss 18 h	WT yeast gro inh	WT yeast gro inh mutant strain	AID2073	NS5 inhibitors	RSV CPE inhibition	NTR1 agonist	NTR1 agonist cell count 20 µM	GPR35 antagonists	K1F lysis inhibition	others
COc1ccc(S(=O)(=O)N(CCCN2CCOCC2)Cc2cccc(OC)c2OC)cc1	-3%	i	6	6	-7	-3%	-3%	-0.7%	2.0	36	-6%	-0.1%
Cc1nnc(NC(=O)COc2ccc3c(C)cc(=O)oc3c2)s1	-3%	i	-7	-16	-6	10%	-3%	1.3%	0.1	63	6%	1.9%
CC(=O)/C(=N\Nc1ccccc1)Sc1nncn1C	1%	i	16	10	14	-4%	-4%	2.3%	-0.9	36	-12%	14%

Next entries follow:
SMILES	LYP phosphatase	Autophagy mod	Autophagy mod cell loss 18 h	WT yeast gro inh	WT yeast gro inh mutant strain	AID2073	NS5 inhibitors	RSV CPE inhibition	NTR1 agonist	NTR1 agonist cell count 20 µM	GPR35 antagonists	K1F lysis inhibition	others
COc1ccc(C(=O)Nc2ccc(OCc3ccccc3)cc2)cc1[N+](=O)[O-]	-8%	i	-17	-2	-3	6%	-3%	0.1%	2.9	96	3%	-0.4%
O=C(COc1ccc2ccccc2c1Br)N1CCCCC1	-6%	x	x	x	x	15%	1%	9.5%	1.2	54	-11%	1.7%[50 µM]
CC1CCCCN1c1nnc(NC(=O)Cn2c(=O)oc3ccccc32)s1 (centres undefined)	-2%	i	3	-3	2	9%	1%	2.8%	1.4	66	10%	-0.3%
S=C(Nc1ccc(N2CCOCC2)cc1)Nc1ccc2nc(-c3ccco3)c(-c3ccco3)nc2c1	48%	i	-6	19	18	u	u	u	1.3	50	3%	2.9%
Cn1ncc2c1ncn1nc(CCc3ccccc3)nc21	-7%	i	1	3	5	-6%	-7%	2.6%	-0.4	50	24%	2.4%[50 µM]
CCN(CC)C(=S)Nc1ccc([N+](=O)[O-])cc1	-3%	i	-21	-8	-16	-19%	12%	1.5%	-0.4	39	-4%	-4.6%
Cc1c(CCC(=O)O)c(=O)oc2cc3occ(-c4ccccc4)c3cc12	2%	x	x	x	x	14%	2%	3.0%	0.1	59	10%	0.0%
CC(C)NC(=O)CN1CCN(C(=O)CCl)CC1	-5%	i	-8	-10	2	-9%	-7%	-0.4%	0.6	58	1%	0.0%
COc1cccc(C2(O)CCN(CC(=O)NCC3CC3)CC2)c1	-5%	i	20	-2	1	4%	-1%	0.1%	-0.1	54	-2%	0.2%
COc1ccc(NC(C)=O)cc1CNC(=O)COc1ccccc1C(=O)Nc1cccc(C)c1C	-8%	x	x	x	x	4%	x	1.4%	1.3	53	-2%	1.4%
CC(=O)c1ccc(N2CCN(C(=O)c3ccc(NC(=O)C4CCCO4)cc3)CC2)cc1 (centres undefined)	2%	i	11	-2	-5	13%	-6%	1.1%	-2.0	96	0%	1.0%
O=C(COC(=O)c1cc(NS(=O)(=O)c2cccs2)ccc1O)Nc1cc(Cl)ccc1Cl	-11%	i	16	-4	2	50%	1%	1.7%	3.9	63	9%	0.2%
CC1Cc2nc(SCC(=O)NCCc3ccccc3)n(C)c(=O)c2S1 (centres undefined)	-6%	x	x	11	3	12%	-1%	0.5%	1.1	50	-5%	0.6%
Cc1cc(=O)oc(C)c1C(=O)NCCNC(=O)c1c(C)cc(=O)oc1C	-10%	i	8	-2	20	-5%	1%	-0.1%	0.2	34	-6%	0.8%
O=C(N/C(=C\c1ccc(-c2ccccc2)o1)C(=O)N1CCOCC1)c1ccccc1	0%	i	-1	-1	-15	0%	-6%	x	-1.6	88	8%	-0.6%
CCCN1CCN(CCCNC(=O)c2ccc3c(=O)n(CCc4ccccc4)c(=O)[nH]c3c2)CC1	-4%	x	x	x	x	14%	-1%	-0.8%	0.0	34	4%	0.3%
Cc1ccc(-c2cc(C(=O)NCCc3ccc(S(N)(=O)=O)cc3)c3ccccc3n2)cc1	-2%	i	-20	-30	-28	0%	x	3.8%	-1.7	93	-10%	-1.0%
Cc1cccc(C(=O)OCC(=O)Nc2ccc(N3CCCCC3)cc2)c1O	-3%	i	-3	-16	51	16%	2%	0.7%	1.5	41	0%	3.0%
N#Cc1cccc(C(=O)OCC(=O)c2ccc3c(c2)NC(=O)CO3)c1	x	x	x	x	x	x	6%	-2.3%	1.1	65	x	0.8%[50 µM]
N#CCSc1nc2ccccc2c(=O)n1-c1ccccc1	-7%	i	-3	-15	-12	5%	1%	0.4%	1.0	51	-13%	-0.4%
Clc1ccc(OCc2nnc(-c3ccccc3Br)o2)c(Cl)c1	-2%	i	13	0	-6	-2%	-6%	5.4%	1.2	42	5%	0.2%
COc1ccc(NC(=O)/C(=C/c2cccnc2)NC(=O)c2cccs2)cc1	0%	i	20	5	9	u	-1%	0.1%	x	x	-3%	-5.8%
CCCCn1c(=O)c(CCC(=O)OCC(=O)NC(C)c2ccccc2)nc2ccccc21 (centres undefined)	0%	i	-10	3	6	3%	-7%	2.0%	-0.6	82	-10%	-0.2%
COC(=O)C1=C(C)NC(=O)NC1c1ccc2ccccc2c1 (centres undefined)	-10%	x	x	x	x	5%	-7%	7.2%	0.4	77	20%	-0.5%
CCN=C1SC(CC(=O)NCc2ccccc2)C(=O)N1CC (centres undefined)	-7%	i	-8	1	-4	-3%	x	1.3%	3.1	97	13%	1.0%
O=c1c2nnn(Cc3ccccc3)c2ncn1C/C=C/c1ccccc1	0%	i	-11	4	-8	5%	-5%	4.3%	2.2	69	1%	-2.5%
CCN1CCc2c(C#N)c(NCc3ccccc3)nc(N(CC)CC)c2C1	-6%	i	16	24	-21	6%	6%	-1.4%	-0.2	77	19%	0.5%
COc1cc(F)ccc1S(=O)(=O)NCc1cccnc1	-11%	x	x	x	x	4%	-9%	-2.4%	1.7	70	6%	0.1%	NS5 inhibitors pilot replicate=3.0
CN(C)/C=C/C(=O)c1ccc2noc(-c3cccc(F)c3)c2c1	2%	x	x	x	x	28%	-4%	4.0%	2.3	107	0%	-0.2%
O=C(CSc1ccccc1)Nc1cccc(S(=O)(=O)N2CCOCC2)c1	x	x	x	x	x	x	-1%	2.2%	0.2	91	x	0.3%[50 µM]
CCN(CC1CCCO1)C(=O)c1cc(COc2cc(C)c(Cl)c(C)c2)on1 (centres undefined)	-2%	x	x	x	x	10%	-19%	x	-0.1	66	-5%	-1.6%
COc1cccc2oc(-c3ccco3)cc(=O)c12	3%	i	5	15	-5	15%	-7%	17%	8.2	97	-7%	-6.2%
